Bioassay records (PubChem BioAssay)
Pin1 inhibitor – inhibitors of human Pin1 | Q13526 | hit rate 0.009% among 390,000 | Potency, µM (series often up to 115 µM), for inactives: top-dose activity, negative = inhibition, hits mostly inhibitors | Pin1 FP peptide displacement, HiFluor488, 10 min; active = well fitted inhibition curve with a large enough effect in the polarisation, with a control signal flat, not every such curve was filed as active; inconclusive = small, poorly fitted or top-dose-only effect, or effect the other way, or a change in a side signal; inactive = no such curve, though single readings can be large or run the other way; the % refers to the polarisation; note: potency is the fitted concentration of half-maximal effect; % is set by controls: 0 for no effect and ±100 for the full control effect
Target sequence (Q13526 whole entry, looked up): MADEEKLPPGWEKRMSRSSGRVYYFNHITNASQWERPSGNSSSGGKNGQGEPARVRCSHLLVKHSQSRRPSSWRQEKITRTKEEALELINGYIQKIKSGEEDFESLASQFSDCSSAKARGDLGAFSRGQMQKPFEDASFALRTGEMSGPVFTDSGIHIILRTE
Tb PGK inh – T. brucei PGK inhibition | Potency, µM (top dose mostly 57.5 µM), for inactives: at the highest dose activity change, negative = inhibition, hits mostly inhibitors | PGK/GAPDH coupled, Kinase-Glo luminescence, 60 min | hit rate 0.043% among 380,000 | AID 602233 | P07378; note: potency is the fitted concentration of half-maximal effect; % is set by controls: 0 for no effect and ±100 for the full control effect; nearly all actives have a fitted effect of over 60% in size
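Recombinant glycosomal PGK reaction used 1,3-bisphosphoglycerate generated in-well by GAPDH (100nM final) in 100mM TEA pH 7.6, 5mM MgCl2, 0.01% Tween-20. After 60 minutes at room temperature, ATP was read by Kinase-Glo Plus luminescence end-point.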
IDH1 R132H inh – human IDH1 R132H inhibition; O75874; IDH1-R132H enzyme, NADPH consumption, diaphorase/resazurin fluorescence; Potency, µM (top dose mostly 76.6 µM), for inactives: at the highest dose activity change, negative = inhibition, most hits filed as inhibitors; hit rate 0.093% among 390,000; note: potency is the fitted concentration of half-maximal effect; % is set by controls: 0 for no effect and ±100 for the full control effect; nearly all actives have a fitted effect of over 65% in size
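IDH1-R132H (0.5 ug/mL) preincubated 30 min with compound, then NADPH (0.016 mM) and alpha-KG (2 mM) added; 80 min at RT, pH 7.5. Remaining NADPH coupled via diaphorase/resazurin to fluorescence (540/590 nm); concentration-response curves normalized to no-enzyme control.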
TrxR1 substrate – substrates of rat thioredoxin reductase 1 | Potency, µM (series often up to 114 µM), inactives show at the highest dose activity change, negative = substrate turnover | hit rate 0.01% among 390,000 | O89049 | purified TrxR1 substrate turnover, NADPH consumption readout | AID 588456; note: potency is the fitted concentration of half-maximal effect; % is set by controls: 0 for no effect and ±100 for the full control effect; nearly all actives have a fitted effect of over 50% in size
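Rat TrxR1, dispensed at 90 nM, was prereduced with 400 uM NADPH (final) for 5 min at ~22 deg C, then incubated with compound 15 min before 400 uM selenite. A first-read NADPH fluorescence drop versus no-compound background flagged substrates.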
TrxR1 inh – blocks rat thioredoxin reductase 1; recombinant rTrxR1, NADPH fluorescence consumption, selenite substrate; Potency, µM (highest dose often 114 µM), inactives show top-dose activity change, negative = inhibition, usual class: inhibitors; hit rate 1% among 390,000; O89049; note: potency is the fitted concentration of half-maximal effect; % is set by controls: 0 for no effect and ±100 for the full control effect; nearly all actives have a fitted effect of over 65% in size
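Rat TrxR1 (90 nM in the dispensed reagent) was pre-reduced with 400 uM NADPH for 5 min at room temperature, then incubated with compound for 15 min. After 400 uM selenite was added, NADPH fluorescence (Ex 340/Em 450 nm) was followed for 8 min.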
PI4K2A inh – blocks human PI4K2A kinase activity; Q9BTU6; purified PI4K2A, ADP-Glo luminescence, 1 h; hits give low values; activity change, negative = inhibition, % at 76.9 µM; hit rate 0.13% among 420,000; AID 1346378; in the data active = activity change below about -50%; inconclusive = mostly about -30% to -49%;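 note: -100% = wells without enzyme as full effect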
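In this quantitative HTS, ADP production by PI4K2A was quantified luminescently after 1 h at ambient temperature; 100 microM adenosine served as plate-quality control.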
USP1-UAF1 inh – inhibitors of human USP1/UAF1 deubiquitinase; AID 743255; recombinant USP1/UAF1, Ub-Rhodamine cleavage fluorescence; O94782; Potency, µM (highest dose often 57.1 µM), for inactives: top-dose activity change, negative = inhibition, hits mostly inhibitors; hit rate 0.23% among 390,000; note: potency is the fitted concentration of half-maximal effect; % is set by controls: 0 for no effect and ±100 for the full control effect; nearly all actives have a fitted effect of over 60% in size; inactives centre near -12
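High-throughput fluorogenic screen: 1nM USP1/UAF1 complex, Ub-Rho substrate 150nM final, 50mM HEPES pH 7.8 with 0.5mM EDTA, 0.1 mg/ml BSA, 1mM TCEP and 0.01% Tween-20.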
HP1b binding inh – blocks HP1-beta chromodomain binding to methylated histone tails. P83916. AlphaScreen HP1-beta / biotin-H3K9me3 peptide binding. Potency, µM (doses to about 114 µM), for the others: at the top dose activity change, negative = inhibition, most hits filed as inhibitors. hit rate 0.56% among 390,000. AID 540317; note: potency is the fitted concentration of half-maximal effect; nearly all actives have a fitted effect of over 70% in size; inactives centre near 23
Target sequence (P83916 whole entry, looked up): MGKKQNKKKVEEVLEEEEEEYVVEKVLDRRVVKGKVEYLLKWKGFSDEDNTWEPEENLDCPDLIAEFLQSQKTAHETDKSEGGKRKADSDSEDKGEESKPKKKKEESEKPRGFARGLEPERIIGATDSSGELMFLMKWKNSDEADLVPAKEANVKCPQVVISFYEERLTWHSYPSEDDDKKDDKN
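Compound inhibition of the preformed complex between 50 nM HP1-beta and 50 nM biotinylated H3K9me3 peptide was read by AlphaScreen. Buffer was PBS pH 7.4 with 0.01% Tween-20. Incubations ran 30 min at room temperature, with 10 ug/mL donor/acceptor beads.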
GLS inhibitor – glutaminase GLS (human) inhibition; O94925; GLS enzymatic activity, qHTS titration; Potency, µM (doses to about 45.5 µM), inactives show at the highest dose activity change, negative = inhibition, most hits filed as inhibitors; hit rate 0.21% among 410,000; note: potency is the fitted concentration of half-maximal effect; % is set by controls: 0 for no effect and ±100 for the full control effect
Target sequence (O94925 whole entry, looked up): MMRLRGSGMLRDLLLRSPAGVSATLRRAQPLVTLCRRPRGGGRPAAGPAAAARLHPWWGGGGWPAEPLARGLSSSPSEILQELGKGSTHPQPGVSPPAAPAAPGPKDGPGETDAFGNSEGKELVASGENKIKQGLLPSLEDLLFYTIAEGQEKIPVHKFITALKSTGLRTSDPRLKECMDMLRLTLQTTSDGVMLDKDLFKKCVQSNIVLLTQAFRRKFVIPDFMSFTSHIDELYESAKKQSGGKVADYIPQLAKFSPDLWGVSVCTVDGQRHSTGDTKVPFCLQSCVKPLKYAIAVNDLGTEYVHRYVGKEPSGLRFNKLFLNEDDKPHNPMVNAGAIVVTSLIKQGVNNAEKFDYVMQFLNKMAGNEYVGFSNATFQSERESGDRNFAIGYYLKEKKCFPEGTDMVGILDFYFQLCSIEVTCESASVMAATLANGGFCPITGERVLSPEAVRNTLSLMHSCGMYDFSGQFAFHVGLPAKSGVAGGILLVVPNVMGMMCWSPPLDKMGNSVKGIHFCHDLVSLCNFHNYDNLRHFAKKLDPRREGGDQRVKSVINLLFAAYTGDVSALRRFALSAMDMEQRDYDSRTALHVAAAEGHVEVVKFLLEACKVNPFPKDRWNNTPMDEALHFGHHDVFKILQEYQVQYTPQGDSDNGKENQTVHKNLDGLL
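Human kidney-isoform GLS in 45 mM KH2PO4 pH 8.2, 0.02% Tween-20, with compound, started with 1mM L-Glutamine (added stock). Glutamate oxidase/HRP/Amplex red coupled fluorescence read at start and after 30 min at RT.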
Active calls of the source: *; i = inactive; ? = inconclusive; . = not tested or not shown; & = joins results of further samples; [ ] = another dose, or the depositor's remark. Unless noted, calls come from the whole dose curve; as a rule, active = well fitted curve in the direction sought with a large enough effect; inconclusive = small, poorly fitted or top-dose-only effect, or another doubt; inactive = no such curve, though single readings can be large; an effect the other way counts as inactive or inconclusive. These rows are one share of the data; the hit share may differ from the screen's.

SMILES	Pin1 inhibitor	Tb PGK inh	IDH1 R132H inh	TrxR1 substrate	TrxR1 inh	PI4K2A inh	USP1-UAF1 inh	HP1b binding inh	GLS inhibitor
Cc1ccc(S(=O)(=O)CCC(=O)NC2CCCC2)cc1	1%	-3%	13%	-1%	-5%	8	-18%	37%	-12%
O=C(CCS(=O)(=O)c1ccccc1)Nc1nc(-c2ccc(F)cc2)cs1	6%	-1%	0%	0%	3%	-3	-7%	20%	-4%
O=C(NN1CCOCC1)c1ccccc1NS(=O)(=O)c1ccc(F)cc1F	-4%	6%	4%	7%[57.1 µM]	3%[57.1 µM]	1	-5%	24%	3%
COc1ccc(-c2nnc(SCc3cc(C)cc(C)c3)o2)cc1	-4%	-1%	5%	-6%	0%	2	-25%	176%	2%
Cc1ccc2nc(N(CCCN(C)C)C(=O)c3ccco3)sc2c1	-1%&0%	5%&-8%	0%&-10%	-4%&-3%	-1%&14%	-3&-2	-4%&-32%	26%&3%	2%&-1%
Cc1ccccc1C(=O)N1CCC(C(=O)OCc2nc(N)nc(Nc3ccccc3)n2)CC1	-5%	-1%	-2%	0%	25%	9	-9%	46%[activator]	-8%
O=C(c1ccc2c(c1)N(Cc1ccccc1)C(=O)c1ccccc1S2(=O)=O)N1CCCCCC1	6%	.	.	-3%	6%	3	-12%	22%	1%
COc1ccc(Br)cc1/C=C/C(=O)NC(=S)Nc1ccc(Cl)c(C(=O)O)c1	-5%	?	2%	-1%	?	-2	-26%	-5%	3%
COc1ccccc1NC(=O)c1ccc(Cl)c(S(=O)(=O)N2CCCCC2)c1	-1%	5%	-2%	-2%	9%	0	-9%	25%	6%
COC(=O)c1[nH]c2cc(C)ccc2c1NC(=O)CN1CCOCC1	0%	-1%	-4%	12%	17%	2	-28%	-20%	15%
COC(=O)c1ccc(NC(=O)CSc2nnc(C(C)NC(=O)c3ccccc3Cl)n2C)cc1 (stereo unspecified)	1%	10%	-3%	2%	7%	0	-16%	50%[activator]	-2%
Cc1ccc(S(=O)(=O)/N=C(/Nc2ccc3[nH]c(=O)[nH]c3c2)c2ccc(F)cc2)cc1	-3%	.	2%	-5%	11%	6	-19%	48%[activator]	9%
CSc1ccccc1OCc1cc(C(=O)N(C)C(C)c2nc(C)cs2)no1 (stereo unspecified)	3%	-8%	1%	-4%	-1%	-4	-2%	19%	3%
COc1ccc(N2C(=O)c3cccc4cccc(c34)C2=O)nn1	-10%	-3%	0%	44%[activator]	23%[57.1 µM]	7	-11%	26%	-2%
CCOC(=O)c1ccc(NC(=O)c2cnccn2)cc1	3%	5%	-1%	8%[57.1 µM]	2%[57.1 µM]	6	-10%	25%	-17%
COc1ccc(C2CC(c3cccc(OC)c3)n3nc(N)nc3N2)cc1 (stereo unspecified)	-4%	8%	-8%	0%	12%	3	-22%	45%[activator]	17%
CC1CCN(S(=O)(=O)c2nnc(NC(=O)c3ccccc3Br)s2)CC1	-1%	-2%	-12%	-7%[57.1 µM]	-7%[57.1 µM]	1	-4%	47%[activator]	15%
CC1(C)C[C@@H]2C[C@@](C)(CN2C(=O)c2cc(COc3cccc(C(F)(F)F)c3)on2)C1	?	1%	2%	-9%	6%	-3	-16%	46%[activator]	0%
Cc1ccc(C(=O)NCC(=O)N2CCC3(CC2)NCCc2[nH]cnc23)cc1C	0%	10%	-3%	2%	3%	35	-10%	34%	1%
CCOC(=O)C1(Cc2ccccc2Cl)CCN(C(=O)CCn2ccnc2C)CC1	-2%	i	14%	2%	10%	-1	-21%	46%[activator]	-4%
O=S(=O)(/N=C(/Nc1ccc(Cl)cc1Cl)c1ccccc1)c1cccs1	-2%	1%	0%	10%[57.1 µM]	14%[57.1 µM]	4	-11%	34%	-2%
Cc1ccccc1C(=O)c1cccn1CC(=O)NCc1ccc(F)cc1	4%	-3%	-8%	6%	15%	-8	-20%	63%[activator]	0%
COc1cc(S(=O)(=O)N2CCN(Cc3cccs3)CC2)ccc1NC(C)=O	-5%	-4%	4%	0%	5%	2	-19%	38%	-2%
OC(Cc1cccc(C=NN2CCOCC2)n1)(C(F)(F)F)C(F)(F)F	.	2%	1%	.	.	-5	-5%	.	-1%
COc1ccc(-c2ccc3[nH]c4c(c3c2)CCN2C(=O)[C@@H]([C@H](C)O)[C@@H](N(C)C(=O)Nc3ccccc3)C[C@@H]42)cc1	.	1%	16%	.	.	6	-12%	.	-4%
O=S(=O)(c1ccc(Cl)cc1)c1nc(-c2ccccc2Br)oc1N1CCOCC1	-1%	i	-9%	0%	10%	2	-17%	-6%	0%
Cc1nc(-c2cccnc2)sc1C(N)=O	-3%	i	-5%	-6%	-11%	-7	-10%	21%	-1%
O=C1NC(=S)S/C1=C1\Sc2ccccc2N1CCCS(=O)(=O)O	-7%	i	8%	-9%	-3%[57.1 µM]	-2	-17%	?	27%
CCCCOc1ccc(N2C(=O)CC(N(CCc3ccccc3)C(=O)/C=C/C(=O)O)C2=O)cc1 (stereo unspecified)	-19%	-7%	1%	0%	2%	-4	-4%	-5%	-15%
Cc1oc2c(C)c(O)ccc2c(=O)c1N1C(=O)c2ccccc2C1=O	0%	i	5%	-9%	-8%	-3	-2%	6%	11%
COc1cccc(NC(=O)COC(=O)c2ccc(F)cc2F)c1	-5%	-4%	7%	-3%	1%	-1	-9%	21%	1%
O=C(Nc1ccc2c(c1)OCCO2)C1CC(c2ccccc2Cl)=NO1 (stereo unspecified)	-15%	i	2%	-5%	11%	-1	-17%	10%	2%
NS(=O)(=O)c1ccc(CCNC(=O)c2cc3ccccc3oc2=O)cc1	16%	i	1%	7%	10%[57.1 µM]	-2	-14%	37%	5%
CN(C)C(=O)CCC(=O)N1CCCCC1C(=O)Nc1ccc(Oc2ccccc2F)cc1 (stereo unspecified)	-12%	-3%	2%	1%	19%	1	-11%	19%	2%
C[C@H]1CCCCO[C@H](CN(C)Cc2ccc(C(=O)O)cc2)[C@@H](C)CN([C@@H](C)CO)C(=O)c2cc(NS(=O)(=O)c3cn(C)cn3)ccc2O1	.	-8%	-3%	.	.	-11	?	.	-13%
CCOc1ccc(C(C#N)N2CCOCC2)cc1OC (stereo unspecified)	0%	3%	0%	4%[0.457 µM]	7%	0	-6%	39%	-5%
COc1cc(-c2noc(-c3ccc(NCc4ccccc4)c([N+](=O)[O-])c3)n2)cc(OC)c1OC	40%[activator]	4%	-2%	-3%	-4%	-2	-22%	45%[activator]	-6%
Cc1cc(C)c2c(c1)cc(C)c1nnc(SCC(=O)Nc3ccc(S(=O)(=O)N4CCCCC4)cc3)n12	21%	-1%	1%	9%	22%	7	-20%	15%	4%
Cn1ccnc1C(=O)c1cc(=O)c2ccccc2o1	-2%	-11%	4%	4%	0%	-2	-24%	13%	5%
COc1ccc(CN(C)CC(=O)NC(=O)NCc2ccccc2)cc1OC	1%	i	5%	-19%[57.1 µM]	5%[57.1 µM]	-2	-14%	59%[activator]	-5%
O=C(COc1ccc(Cl)cc1Cl)Nc1noc2ccccc12	0%	-1%	11%	-4%	6%	9	-14%	25%	6%
CCCn1c(SCC(N)=O)nnc1-c1ccco1	-3%	7%	-5%	1%	1%	4	-4%	-10%	12%
O=c1[nH]c2cc3c(cc2cc1C(c1nnnn1C1CCCC1)N1CCCc2ccccc21)OCCO3 (stereo unspecified)	5%	-2%	2%	-6%	-3%	1	0%	13%	1%
CSc1ccc(CCNC(=O)c2ccc3c(c2)nc2n3CCCCC2)cc1	2%	-11%	13%	-1%[57.1 µM]	-1%[57.1 µM]	-2	-6%	22%[57 µM]	8%
CC(C)Oc1ccc(CNC(=O)Cn2c(=O)oc3ccccc32)cc1	4%&-3%	-8%&-5%	6%&-7%	-7%&5%	-8%&10%	-1&-4	?	42%&36%[activator]	-12%&-4%
O=C1NC(=O)/C(=C\c2ccc(OCc3cnc(Cl)s3)cc2)S1	-1%	-4%	1%	11%[57.1 µM]	17%[57.1 µM]	0	-17%	18%	6%
CCN(C(=O)CSc1nc2ccccc2n1Cc1ccc(F)cc1Cl)c1ccccc1	1%	-3%	-12%	6%[57.1 µM]	18%[57.1 µM]	-2	-14%	28%	-11%
O=C(NCCCN1CCOCC1)c1cc(-c2ccc(O)cc2)on1	-8%	i	-16%	4%[57.1 µM]	15%[57.1 µM]	-5	-11%	22%	-9%
C=Cc1ccc2c(c1)N(C)C(=C)S2	-5%	i	-7%	-15%	5%	-5	-14%	-6%	4%
Oc1ccc(N2CCN(C(=S)NCCc3ccccc3)CC2)cc1	-2%	6%	-4%	-4%	-5%	-7	6%	?	12%
Cc1ccc(C(=O)Nc2nnc(NC(=S)Nc3ccccc3)s2)cc1	5%	-1%	-9%	5%[57.1 µM]	?	-3	-4%	-23%	-10%
CCCCC1(CCCC)NC(=S)N(Nc2ccc(C)cc2)C1=O	2%	.	1%	5%	5%	-5	-17%	28%	2%

Profiles, quoted from the list. Screens in order: Pin1 inhibitor	Tb PGK inh	IDH1 R132H inh	TrxR1 substrate	TrxR1 inh	PI4K2A inh	USP1-UAF1 inh	HP1b binding inh	GLS inhibitor
Listed for O=C1NC(=O)/C(=C\c2ccc(OCc3cnc(Cl)s3)cc2)S1 = -1%	-4%	1%	11%[57.1 µM]	17%[57.1 µM]	0	-17%	18%	6%
Listed for CCCn1c(SCC(N)=O)nnc1-c1ccco1 = -3%	7%	-5%	1%	1%	4	-4%	-10%	12%
